Source: PubChem
M. tuberculosis HTS = M. tuberculosis growth inhibition, HTS (AID 449762); M. tuberculosis H37Rv growth inhibition, 7H9 media; higher % means a stronger effect; inhibition, % at 25 µM; hits with a dose series show IC50 in µM; 0.59% of 330,000 active; in the data active means a potency from the dose series; inconclusive means inhibition above about 70% without an active follow-up result;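 further: bacterial growth assessed after seven days of incubation; strong numbers were not always called active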
VEEV TC-83 Vero = inhibitors of VEEV TC-83 cytopathic effect, confirmation, Vero cells (AID 588727); 0.13% of 350,000 active; Vero cells, VEEV TC-83 cytopathic effect inhibition; higher % means a stronger effect; inhibition, % at 20 µM; hits with a dose series show IC50 in µM; in the data active means a potency from the dose series; inconclusive means inhibition mostly from about 14% at the one dose, without a potency; inactive means the rest, 99 in 100 with inhibition below about 12%; further: strong numbers were not always called active
M. tuberculosis = growth inhibition of non-replicating M. tuberculosis (AID 488890). Mycobacterium tuberculosis non-replicating, growth inhibition; higher % means a stronger effect. 0.39% of 320,000 active. inhibition, % at 25 µM, or IC50 in µM where a hit was titrated; in the data active means a potency from the dose series; inconclusive means inhibition mostly from about 82% at the one dose, without a potency; inactive means the rest, 99 in 100 with inhibition below about 76%;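 further: plate controls were DMSO cells for no effect and high antibiotic wells for full effect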
influenza NS1A = H1N1 influenza NS1A inhibitors, functional cell based assay (AID 504329). 0.3% of 340,000 active. NS1A functional cell-based assay, percent inhibition; higher % means a stronger effect. inhibition, % at 12.5 µM; hits with a dose series show IC50 in µM; in the data active means a potency from the dose series; inconclusive means inhibition above about 27% without an active follow-up result; further: strong numbers were not always called active
PhoP GFP inhibition = PhoP regulon inhibitors, Salmonella typhi PhoP promoter GFP reporter, confirmatory (AID 1850); inhibition, % at 50 µM; hits with a dose series show IC50 in µM; 0.33% of 310,000 active; Salmonella Typhi PhoP-promoter GFP reporter, fluorescence, 4 h; higher % means a stronger effect; in the data active means a potency from the dose series; inconclusive means inhibition mostly from about 25% at the one dose, without a potency; inactive means the rest, 99 in 100 with inhibition below about 19%;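 further: 0% = induced wells with vehicle and 100% = uninduced wells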
An asterisk follows results filed as active; i = inactive; u = inconclusive; x = not tested or not shown.

SMILES	M. tuberculosis HTS	VEEV TC-83 Vero	M. tuberculosis	influenza NS1A	PhoP GFP inhibition
O=C1C=C(c2cccc3c2Oc2ccccc2S3)C[C@@H](c2ccc(Cl)cc2)C1	9%	3.5%	-2%	-17%	x
CCc1cc2c(=O)n(CCCOC)c(SCC(=O)Nc3oc(C)c4c(C)n[nH]c(=O)c34)nc2s1	-2%	7.9%	6%	-11%	5%
COc1cccc(-c2nc(CS(=O)(=O)CC(=O)N3CCN(C4CCCCC4)CC3)c(C)o2)c1	-9%	0.8%	-16%	3%	1%
CCCn1c2ccccc2c2cnn(CC(=O)N3CCOCC3)c(=O)c21	3%	1.9%	-4%	3%	1%
O=C1C(Cl)=C(NS(=O)(=O)c2ccc([N+](=O)[O-])cc2)C(=O)c2ccccc21	1%	i	24%	-6%	17%
CC1CCCCN1C(=O)COC(=O)c1cc([N+](=O)[O-])ccc1N1CCOCC1 (centres undefined)	-2%	2.7%	-5%	-6%	1%
Cc1ccc(NC(=O)N(Cc2cccs2)Cc2cc3cc4c(cc3[nH]c2=O)OCO4)cc1	-7%	x	-5%	x	-2%
CCOc1cc(S(=O)(=O)NCC2OCCc3ccccc32)c(OCC)cc1-n1cnnn1 (centres undefined)	-2%	0.6%	3%	-9%	-6%
O=C(Nc1ccc2nc(-c3cccs3)[nH]c2c1)c1ccco1	-5%	2.4%	-12%	2%	8%
CCOC(=O)c1nn(-c2cccc(OC)c2)c2nc(CC)c(C#N)c(=O)n12	-3%	0.1%	13%	-8%	-11%
Cc1cccc(NP(=O)(Oc2ccccc2F)Oc2ccccc2F)c1	4%	8.6%	24%	35%	6%
Cc1ccc(-n2c(C)cc(/C=C3\SC(=O)NC3=O)c2C)cc1	7%	i	2%	16%	0%
Cc1ccc(-c2nc(-c3ccncc3)no2)c(Cl)c1	11%	1.6%	31%	18%	-4%
CC(NC(=O)c1cc(Br)cs1)C1CCCO1 (centres undefined)	6%	1.6%	u	0%	-5%
CSc1ncc2c(n1)-c1cc(C)ccc1SC2	57%	0.2%	u	-1%	6%
O=C(COC(=O)c1ccccc1F)Nc1ccc2c(c1)OCCO2	x	1.3%	x	0%	x
COc1ccc(OCC(=O)N2CCN(Cc3ccc(SC)cc3)CC2)cc1	5%	0.3%	25%	0%	1%
Cc1ccc(S(=O)(=O)C(C#N)c2nc3ccccc3nc2N2CCC(C)CC2)cc1 (centres undefined)	x	1.8%	x	-8%	x
CC(=O)c1c(N2CCN(Cc3ccccc3)CC2)nc(=S)n(-c2ccccc2)c1C	-2%	1.5%	6%	9%	-3%
COc1ccc(/C=C(\C#N)C(=O)OCC(=O)NC2CC2)cc1	2%	0.2%	-1%	-7%	-2%
Cc1cc(-n2c(SCCC#N)nnc2-c2cccnc2)ccc1Cl	-1%	1.9%	-2%	-8%	-1%
Cc1ccc(CNC(=O)c2ccc(N3CCC4(CC3)CC(c3cccc(Br)c3)=NO4)c(NC(=O)c3ccc(Cl)c([N+](=O)[O-])c3)c2)cc1	2%	i	-3%	-3%	x
C=CCn1c(SCc2cc(=O)n3ccsc3n2)nnc1C1CCCCC1	-2%	0.3%	3%	1%	4%
CC1=C(C(=O)Nc2ccc(Cl)cc2)C2(CCCCC2)C(C(N)=O)C(=S)N1 (centres undefined)	5%	x	42%	x	6%
CCCCN(C(=O)c1cccc(-n2cnnn2)c1)c1c(N)n(CC(C)C)c(=O)[nH]c1=O	-6%	2.6%	6%	-10%	x
O=C1CN(c2nc(-c3ccccc3)c3cc(Cl)ccc3n2)c2ccccc2N1	0%	i	-5%	-2%	-14%
Clc1ccc2c(c1)C(OC1CN3CCC1CC3)c1ccccc1CS2 (centres undefined)	9%	4.0%	48%	16%	-2%
Cn1c(=O)oc2cc(S(=O)(=O)NCc3ccccc3)ccc21	2%	0.8%	-1%	1%	5%
CSc1nnc2c(n1)OC=Nc1ccc(Br)cc1-2	-9%	0.5%	-4%	1%	-15%
COC(=O)c1cccc(NC(=O)Cn2nnc3ccccc32)c1	-9%	4.5%	-11%	0%	1%
CN(C)S(=O)(=O)N1CCN(C(=O)N(c2ccccc2)c2ccccc2)CC1	-6%	i	4%	7%	5%
COc1ccc2c(c1)CCc1c(C(=O)N3CCCC3)noc1-2	8%	i	35%	1%	2%

The final two compounds of the section before open the next one:
SMILES	M. tuberculosis HTS	VEEV TC-83 Vero	M. tuberculosis	influenza NS1A	PhoP GFP inhibition
CN(C)S(=O)(=O)N1CCN(C(=O)N(c2ccccc2)c2ccccc2)CC1	-6%	i	4%	7%	5%
COc1ccc2c(c1)CCc1c(C(=O)N3CCCC3)noc1-2	8%	i	35%	1%	2%
CC(C)NC(=O)CCn1c(=S)oc2ccccc21	-2%	0.2%	-12%	7%	2%
Cc1ccc(Oc2nsnc2N2CCOCC2)cc1	1%	i	16%	10%	-7%
COCc1c(C(N)=O)nnn1-c1nonc1N	-2%	0.1%	5%	-4%	-3%
CCn1c(SCC(=O)Nc2ccccc2-c2ccccc2)nnc1-c1ccoc1C	1%	2.3%	5%	7%	5%
CCNC(=O)COC(=O)c1ccc(S(=O)(=O)N2CCCCCC2)cc1	4%	0.5%	28%	-11%	5%
Cn1nnnc1SCC(=O)Nc1ccc(Br)cc1Br	-7%	1.0%	-7%	-8%	x
CCOC(=O)Cc1csc(NC(=O)Nc2cccs2)n1	-6%	0.0%	14%	-5%	-6%
Cc1ccccc1C(=O)NC1CC2CCC(C1)N2Cc1ccccc1 (centres undefined)	-3%	2.2%	-6%	-8%	0%
COc1ccc(S(=O)(=O)N2CCC(C(=O)NC3CC3)CC2)cc1	9%	1.8%	-16%	5%	-8%
COc1cccc(/C=N/N2CCN(c3ccc(Cl)cc3)CC2)c1OC	4%	i	3%	-4%	7%
COc1cc(CNC(=O)OCC(C)C)cc(OC)c1OC	3%	3.6%	-2%	-14%	12%
c1coc(CNCCCN2CCOCC2)c1	x	2.7%	x	1%	0%
Cc1ccccc1Cn1c(=O)[nH]c2ccccc21	-10%	1.0%	x	4%	x
N#Cc1cccc(NC(=O)CNC(=O)Cc2ccccc2)c1	-1%	1.9%	-4%	-9%	-1%
CN(Cc1ccccc1)c1ncc(C=O)s1	-3%	1.0%	u	-2%	2%
Cc1ccc(S(=O)(=O)NCC(=O)N2CCOCCOCCOCCOCC2)cc1	0%	0.2%	-2%	-1%	6%
c1ccc(CSc2nc3ncccn3n2)cc1	16%	i	27%	-3%	x
c1ccc(-c2nn3c(Cn4cnc5ccccc54)nnc3s2)cc1	3%	1.3%	29%	9%	5%
Cc1ccc(NS(=O)(=O)c2cc(C(=O)O)ccc2Cl)c(C)c1	0%	0.6%	-6%	-9%	-1%
CN(C(=O)CSc1nnc(-c2ccncc2)n1-c1ccccc1)C1CCS(=O)(=O)C1 (centres undefined)	-9%	i	-14%	-6%	2%
CCOc1ccc(-n2c(Cc3cc(=O)[nH]c(=O)[nH]3)nnc2SCC(=O)OC)cc1	-4%	1.9%	-16%	1%	-6%
O=C1OC=NC1=Cc1ccccc1	x	1.1%	x	-18%	x
C=CC[C@H](CC(=O)N[C@H](CO)Cc1ccccc1)C(=O)N[C@@H](COC(=O)[C@@H](CC=C)CC(=O)OC(C)(C)C)Cc1c[nH]c2ccccc12	-6%	4.2%	62%	11%	x
CC1=C(C(=O)N2CCCC(CCC(=O)NCc3ccccc3F)C2)OCCO1 (centres undefined)	7%	i	-8%	-8%	-11%
CC(C)(C)NC(=O)CCc1nnc(Cc2c[nH]c3ccccc23)o1	-6%	0.5%	12%	-18%	-3%
CC1COc2ccccc2N1S(=O)(=O)c1ccccc1 (centres undefined)	13%	4.8%	8%	x	4%
C[C@]12CC[C@@H]3c4ccc(O)cc4CC[C@H]3[C@@H]1CC[C@@H]2OC(=O)CCC(=O)O	6%	i	9%	3%	-7%
C=CCn1c(SCC(=O)OC)nc2sc3c(c2c1=O)CCN(C)C3	1%	x	34%	x	1%
COc1cc(/C=N\NC(=O)c2ccc(Cn3nc([N+](=O)[O-])c(Cl)c3C)o2)ccc1O	-6%	4.0%	24%	3%	2%
CCC(C)c1ccccc1NC(=O)C(C)OC(=O)CN1C(=O)NC(C)(C)C1=O (centres undefined)	-3%	i	-3%	2%	0%
COc1ccc(NC(=O)C(c2cc3c(cc2[N+](=O)[O-])OCO3)N2CCN(C=O)CC2)cc1 (centres undefined)	0%	0.6%	3%	24%	0%
Cc1noc(C)c1COC(=O)c1ccc(F)c(S(=O)(=O)N2CCCCC2)c1	-1%	1.4%	11%	7%	-9%
CCOC(=O)c1ccc(NC(=O)CCn2c(=O)oc3ccccc32)cc1	-3%	0.8%	12%	-15%	-11%
O=C(CCC(=O)N(CC(=O)NC1CCCC1)c1cccc(F)c1)Nc1nccs1	-1%	0.8%	3%	-5%	-7%
CN(C)S(=O)(=O)c1cccn1-c1ncc(C(F)(F)F)cc1Cl	-3%	0.1%	-6%	-3%	0%
O=C(CN(C(=O)c1cccc([N+](=O)[O-])c1)C1CCCCC1)Nc1ccc(Cl)c([N+](=O)[O-])c1	-3%	i	-10%	-1%	4%
CCN(CC)C(=O)Cn1c(=O)n(CCCC(=O)NCc2ccccc2)c(=O)c2sccc21	3%	0.9%	-4%	-30%	0%
CC1CCc2c(sc(/N=C/c3cccnc3)c2C(N)=O)C1 (centres undefined)	-2%	3.4%	10%	x	16%
CCc1nc2ccc(N3CCN(C)CC3)cc2nc1CC	16%	0.3%	-7%	-2%	-4%
CN(C(=O)CSc1nnc(-c2ccco2)n1Cc1ccccc1)C1CCS(=O)(=O)C1 (centres undefined)	-3%	1.1%	2%	7%	x
CCN(CC)c1ccc(/C=C(\C#N)C(=O)NCc2ccco2)cc1	7%	x	47%	x	-113%
CCOC(=O)C(=O)/C(=C\N(C)C)c1onc(-c2ccccc2Cl)c1C(=O)OC	1%	i	-4%	2%	9%
CSc1cccc(NS(=O)(=O)c2ccc3c(c2)oc(=O)n3C)c1	1%	4.1%	9%	3%	-7%
CC1(C)CC(=O)C(C2C3=C(CC(C)(C)CC3=O)Oc3ccc4ccccc4c32)C(=O)C1 (centres undefined)	64%	0.0%	u	1%	3%
CS/C(=N/S(=O)(=O)c1ccc(C)cc1)c1ccccc1	0%	0.2%	15%	-11%	0%
c1ccc(Cn2c[n+](Cc3ccccc3)c3ccccc32)cc1	2%	i	14%	5%	-24%
CCOc1ccc(N)cc1OC	29%	1.5%	9%	9%	-17%
COc1ccc(N2CC(C(=O)N[C@@H](C)C(=O)NCCc3ccccc3)CC2=O)cc1 (some centres undefined)	3%	3.1%	-1%	-5%	2%

Overlap with the part before: three compounds, then new ones.
SMILES	M. tuberculosis HTS	VEEV TC-83 Vero	M. tuberculosis	influenza NS1A	PhoP GFP inhibition
c1ccc(Cn2c[n+](Cc3ccccc3)c3ccccc32)cc1	2%	i	14%	5%	-24%
CCOc1ccc(N)cc1OC	29%	1.5%	9%	9%	-17%
COc1ccc(N2CC(C(=O)N[C@@H](C)C(=O)NCCc3ccccc3)CC2=O)cc1 (some centres undefined)	3%	3.1%	-1%	-5%	2%
O=[n+]1c2c(n([O-])c3c1CCCC3)CCCC2	-3%	0.2%	-7%	1%	-7%
COC(=O)c1ccc(Oc2nc(N(C)C)nc(N3CCOCC3)n2)cc1	-1%	3.5%	x	0%	-6%
Cc1ccc(N(C(=O)c2sc(C)nc2C)C(C(=O)NCc2ccco2)c2ccccc2)cc1 (centres undefined)	-5%	2.6%	12%	4%	24%
O=C(CSc1ncnc2c1nnn2Cc1ccc(F)cc1)NCC1CCCO1 (centres undefined)	-2%	6.8%	u	-8%	-8%
COc1ccc2[nH]c(C(=O)Nc3ccccc3Cl)cc2c1	6%	x	4%	x	-18%
O=C(CSCc1ccccc1)N1CCN(C(=O)c2ccco2)CC1	-8%	0.4%	10%	2%	-16%
COc1ccc(C)cc1NC(=O)CCNS(=O)(=O)c1ccc2c(c1)CCC(=O)N2	1%	0.5%	-15%	-1%	7%
O[C@@H]1CN(Cc2ccccc2Cl)CC[C@H]1N1CCOCC1	-6%	i	-4%	13%	-5%
NS(=O)(=O)c1ccc(CCNC(=O)c2ccco2)cc1	2%	2.5%	-4%	-3%	7%
